From PubChem
Growth percent in the NCI-60 one-dose screen (48 h, 10 µM unless noted): 100 = growth as untreated, 0 = no growth, -100 = all killed.
NCI-H460: NCI-H460 lung cancer; 6.8% of 82,000 active
NCI-H322M: NCI-H322M lung cancer; 2.7% of 80,000 active
NCI-H226: NCI-H226 lung cancer. 3.5% of 79,000 active. AID 1794732
COLO 205: COLO 205 colon cancer | AID 1794742 | 7.3% of 79,000 active
NCI-H23: NCI-H23 lung cancer; 4% of 80,000 active; AID 1794731
HCT-15: HCT-15 colon cancer. 5.2% of 82,000 active
SW-620: SW-620 colon cancer; 5.2% of 82,000 active
NCI-H522: NCI-H522 lung cancer; 8% of 78,000 active; AID 1794739
HT29: HT29 colon cancer; AID 1794748; 7.4% of 81,000 active
Starred values were filed as active, the others as inactive; x = no result given. The calls were made as follows: active = growth percent below 10; inactive = the rest.

#1 COc1cc(C)c2c(c1OC)Cc1c(C)cc(OC)c(OC)c1C2
#2 C#CCOc1ccc(CNC(=O)/C=C/C=C/c2ccc3c(c2)OCO3)cc1OC
#3 COC(=O)[C@@H](NC(=O)[C@@H](OC)[C@@H]1Cc2cc3cc(OC4CC(OC5CC(O)C(O)C(C)O5)C(O)C(C)O4)c(C)c(O)c3c(O)c2C(=O)[C@H]1OC1CC(OC2CC(OC3CC(C)(O)C(O)C(C)O3)C(O)C(C)O2)C(O)C(C)O1)C(C)C (stereo partly specified)
#4 Cc1ccc(CCO)cc1
#5 CCCCCCCCNc1cc2c3c(c1)CCCN3CCC2
#6 CC(C)Sc1nc(NCCc2c[nH]c3ccccc23)c(C#N)c(-c2ccccc2)n1
#7 CC(C)(Br)CS(=O)(=O)c1ccccc1
#8 CC1NCC(=O)N1O (stereo unspecified)
assay / entry | 1 | 2 | 3 | 4 | 5 | 6 | 7 | 8
NCI-H522 | 66.9 | 94.0 | -20.0* | 96.0 | -28.4* | 25.4 | 89.3 | 95.7
NCI-H322M | 120.1 | 89.7 | 24.8 | 96.8 | 110.6 | 85.4 | 108.9 | 88.2
COLO 205 | x | 122.1 | 13.8 | 107.1 | 3.2* | 11.9 | 112.5 | 109.8
NCI-H460 | 89.1 | 97.5 | -6.2* | 101.4 | 16.9 | 6.3* | 106.1 | 111.4
SW-620 | 98.4 | 101.7 | 16.6 | 91.6 | 9.2* | -11.6* | 96.2 | 105.2
HT29 | 84.7 | 102.3 | 6.3* | 109.9 | -9.2* | -30.6* | 109.8 | 110.4
NCI-H23 | 77.4 | 101.6 | -6.9* | 105.9 | -10.0* | 17.9 | 93.5 | 103.2
NCI-H226 | 89.7 | 102.0 | -23.4* | 99.2 | 39.1 | 33.8 | 100.3 | 103.8
HCT-15 | 85.2 | 95.4 | 23.9 | 99.0 | 17.9 | -19.9* | 101.3 | 95.9

Retrieved by compound from the list above (three):
#7 CC(C)(Br)CS(=O)(=O)c1ccccc1
#5 CCCCCCCCNc1cc2c3c(c1)CCCN3CCC2
#4 Cc1ccc(CCO)cc1
assay / entry | 7 | 5 | 4
NCI-H522 | 89.3 | -28.4* | 96.0
NCI-H322M | 108.9 | 110.6 | 96.8
COLO 205 | 112.5 | 3.2* | 107.1
NCI-H460 | 106.1 | 16.9 | 101.4
SW-620 | 96.2 | 9.2* | 91.6
HT29 | 109.8 | -9.2* | 109.9
NCI-H23 | 93.5 | -10.0* | 105.9
NCI-H226 | 100.3 | 39.1 | 99.2
HCT-15 | 101.3 | 17.9 | 99.0

Next entries
#9 O=[N+]([O-])c1ccc(Oc2ccc(-c3ccccc3)cc2)cc1
#10 COc1ccccc1/C=C1\SC(=Nc2ccc(NC(C)=O)cc2)NC1=O
#11 CCCCNC1(C#N)CCN(Cc2ccccc2)CC1
#12 CC(=O)Nc1cc2c(cc1Br)-c1ccccc1C2
#13 NC(=O)NCC(N)C(=O)O (stereo unspecified)
#14 Cc1cc(O)c(C(C)C)cc1N=Cc1ccc(O)cc1O
#15 COc1cc2c(=O)n(C)c3c4cc5c(cc4ccc3c2cc1OC)OCO5
#16 CCN(CCO)CCNc1ccc(C)c2sc3cc(Cl)ccc3c(=O)c12
assay / entry | 9 | 10 | 11 | 12 | 13 | 14 | 15 | 16
NCI-H522 | 67.5 | 86.2 | 84.9 | 76.4 | 100.1 | 81.5 | 48.5 | 50.2
NCI-H322M | 100.5 | 107.9 | 98.8 | 87.3 | 110.0 | 88.9 | 94.4 | 47.0
COLO 205 | 109.2 | 124.8 | x | 104.1 | 99.3 | 110.0 | 55.2 | -80.9*
NCI-H460 | 92.9 | 102.9 | 110.4 | 90.1 | 100.0 | 110.2 | 38.8 | -75.9*
SW-620 | 99.0 | 98.4 | 102.1 | 93.1 | 94.7 | 98.5 | 42.8 | -85.0*
HT29 | 76.6 | 110.6 | 106.4 | 107.2 | 105.1 | 96.6 | 58.9 | -77.3*
NCI-H23 | 85.3 | 93.5 | 86.8 | 84.3 | 101.4 | 96.1 | 80.1 | 59.6
NCI-H226 | 76.7 | x | 103.7 | 76.6 | 97.2 | 92.8 | 77.2 | x
HCT-15 | 81.8 | 93.7 | 108.3 | 75.6 | 104.2 | 97.6 | 79.1 | -44.9*

#17 O=C(CN1CCOCC1)NNc1ncnc2ccccc12
#18 CC(=O)OC(C)(C)Cc1ccccc1
#19 COc1ccc(/C=C(\C#N)n2nnc3ccc(Cl)cc32)cc1
#20 Cn1c(=O)[nH]c(N)c(Br)c1=O
#21 CC(C)(C)c1ccc(C(=O)N2CCOC23CCCCC3)cc1
#22 N#CC1=C(N)Oc2c(c(=O)[nH]c3ccc(Br)cc23)C12C(=O)Nc1ccccc12 (stereo unspecified)
#23 O=C(/C=C(/C=C/c1ccc2[nH]ccc2c1)OB(F)F)/C=C/c1ccc2[nH]ccc2c1
#24 c1ccc2c(c1)nc1n2CCC1
assay / entry | 17 | 18 | 19 | 20 | 21 | 22 | 23 | 24
NCI-H522 | -61.0* | 106.3 | 17.8 | 89.9 | 95.5 | 94.6 | -68.5* | 123.9
NCI-H322M | 101.7 | 125.1 | 80.8 | 98.7 | 83.5 | 101.0 | 27.5 | 120.7
COLO 205 | 101.8 | 106.4 | 83.1 | 103.5 | 108.2 | 97.5 | -38.4* | 94.7
NCI-H460 | 107.7 | 105.5 | 83.9 | 114.3 | 106.5 | 104.5 | 0.4* | 109.9
SW-620 | -26.0* | 97.9 | 11.8 | 117.3 | 94.0 | 96.2 | 6.4* | 106.1
HT29 | 92.0 | 113.0 | 26.3 | 103.2 | 70.4 | 98.8 | -55.7* | 117.9
NCI-H23 | x | 124.8 | 71.0 | 110.2 | 93.8 | 100.5 | -26.6* | 104.6
NCI-H226 | 107.1 | 90.2 | 105.2 | 105.7 | 96.6 | 87.8 | -59.5* | 95.6
HCT-15 | 70.8 | 102.6 | 38.9 | 108.1 | 78.1 | 97.1 | -52.9* | 103.0

#25 CCOC(=O)c1nn(C2CCCCO2)c2ccc(NC(=O)CN3CCN=C3Cc3cccc4ccccc34)cc12 (stereo unspecified)
#26 O=C(N/N=C/c1ccc2ccccc2n1)c1ccc(OCc2nc3ccc(Cl)cc3[nH]2)cc1
#27 CC(Nc1nc2sc3c(c2c(=O)[nH]1)CCCC3)c1nnnn1-c1ccc(Br)cc1 (stereo unspecified)
#28 Cc1cccc(C)c1[N+](=O)[O-]
#29 Cn1c(=O)c2[nH]c(SC/C(=N/O)c3ccccc3)nc2n(C)c1=O
#30 O=S(=O)(NCCNc1cc(-c2cn(-c3ccccc3)nc2-c2ccccc2)ccn1)c1ccc(F)cc1
#31 Cc1cc(C)c(/C=C(\C#N)c2nc3ccccc3n2C)[nH]1
#32 NC(C(=O)O)c1ccc([N+](=O)[O-])cc1 (stereo unspecified)
assay / entry | 25 | 26 | 27 | 28 | 29 | 30 | 31 | 32
NCI-H522 | 98.1 | 90.1 | 66.8 | 112.3 | 100.2 | 82.9 | 91.7 | x
NCI-H322M | 94.2 | 95.5 | 85.5 | 95.3 | 97.1 | 96.2 | 75.9 | 110.6
COLO 205 | 103.9 | 100.2 | 96.2 | 111.8 | 118.0 | 98.8 | 130.4 | 103.9
NCI-H460 | 100.1 | 96.1 | 89.0 | 103.3 | 110.3 | 91.7 | 97.6 | 107.9
SW-620 | 98.6 | 98.2 | 91.9 | 112.2 | 105.4 | 95.4 | 99.9 | 109.5
HT29 | 105.0 | 106.0 | 88.9 | 105.0 | 104.1 | 88.3 | 94.9 | 149.4
NCI-H23 | 106.5 | 89.8 | 89.6 | 102.9 | 99.0 | 81.6 | 103.8 | 104.7
NCI-H226 | 110.3 | 107.8 | 91.2 | 99.3 | 98.5 | 77.7 | 79.7 | 102.9
HCT-15 | 112.3 | 103.6 | 82.7 | 107.3 | 100.4 | 74.2 | 95.1 | 95.7

#33 CC(=O)N(CC(=O)N(CC(=O)O)c1ccc(Cl)cc1)c1ccc(Cl)cc1
#34 CN(CCNCc1ccccn1)CCNCc1ccccn1
#35 C=CCOc1cccc(NC(=O)C[N+](CCC)(CCC)Cc2ccc(Cl)cc2)c1
#36 NNC(=O)COc1ccccc1
#37 Cc1ncccc1C(=O)Nc1ccc(-n2cnc3ccccc32)cc1
#38 N#Cc1c(-c2ccco2)[nH]c(=S)n(N=O)c1=O
#39 CS(=O)(=O)NNC(=O)c1ccc(-n2nc(-c3ccccc3)c3ccccc32)cc1
#40 Nc1nc2ccc3[nH]ncc3c2c2c1CCCC2
assay / entry | 33 | 34 | 35 | 36 | 37 | 38 | 39 | 40
NCI-H522 | 97.1 | 18.9 | 54.7 | 74.6 | 82.2 | 105.7 | 89.2 | -2.0*
NCI-H322M | 106.5 | 9.1* | 85.2 | 98.0 | 98.1 | 125.0 | 85.6 | 2.3*
COLO 205 | 106.2 | -5.6* | 76.9 | 85.2 | 107.4 | 119.5 | 90.4 | -19.0*
NCI-H460 | 106.2 | -7.2* | 90.5 | 111.5 | 100.8 | 127.2 | 98.2 | 2.1*
SW-620 | 97.5 | 4.1* | 86.7 | 108.4 | 108.1 | 106.2 | 106.8 | 1.7*
HT29 | 106.7 | 7.5* | 38.8 | 82.3 | 93.5 | 112.9 | 77.9 | 5.0*
NCI-H23 | 96.5 | 18.2 | 81.8 | 100.2 | 101.1 | 112.3 | 96.6 | -19.0*
NCI-H226 | 104.8 | -63.6* | 100.4 | 102.8 | 95.7 | 112.2 | 87.6 | 6.3*
HCT-15 | 107.3 | 9.9* | 96.9 | 98.8 | 104.0 | 104.0 | 84.7 | 3.9*

Full records as entered above. Screens in order: NCI-H522, NCI-H322M, COLO 205, NCI-H460, SW-620, HT29, NCI-H23, NCI-H226, HCT-15
NNC(=O)COc1ccccc1 is listed with 74.6, 98.0, 85.2, 111.5, 108.4, 82.3, 100.2, 102.8, 98.8
CS(=O)(=O)NNC(=O)c1ccc(-n2nc(-c3ccccc3)c3ccccc32)cc1 is listed with 89.2, 85.6, 90.4, 98.2, 106.8, 77.9, 96.6, 87.6, 84.7
N#Cc1c(-c2ccco2)[nH]c(=S)n(N=O)c1=O is listed with 105.7, 125.0, 119.5, 127.2, 106.2, 112.9, 112.3, 112.2, 104.0

Next part.
#41 Nc1ccc(C(=O)Nc2ccc3c(O)cc(S(=O)(=O)O)cc3c2)cc1
#42 CCN(CC)CCNC(=O)Nc1cccc2ccccc12
#43 C[C@H]1[C@H]2C3=CC[C@@H]4[C@@]5(C)CCC(=O)NC(C)(C)[C@@H]5CC[C@@]4(C)[C@]3(C)CC[C@@]2(C(N)=O)CC[C@@H]1C
#44 CC1=C(C(=O)OCc2ccccc2)C(c2ccc3ccccc3c2)n2c(nc3ccccc32)N1 (stereo unspecified)
#45 Cc1nn(-c2ccccc2)c(N2CCOCC2)c1/C=N/N=c1\sc2ccccc2n1C
#46 CCn1c(Sc2nnc(NC(=O)CCCl)s2)nc2c1c(=O)n(C)c(=O)n2C
#47 NS(=O)(=O)c1ccc(Nc2nc(SCc3ccccc3)nc3ccccc23)cc1
#48 c1cn2ccnc2c(-c2ccc3ncn(C4CCCCC4)c3c2)n1
assay / entry | 41 | 42 | 43 | 44 | 45 | 46 | 47 | 48
NCI-H522 | 83.4 | 80.3 | 83.4 | 44.5 | 81.5 | 72.6 | 81.3 | 91.2
NCI-H322M | 92.4 | x | 84.0 | 66.8 | 92.6 | 100.2 | 88.7 | 97.2
COLO 205 | 120.0 | 114.6 | 97.9 | 88.8 | 82.7 | x | 79.6 | 112.8
NCI-H460 | 105.6 | 102.3 | 93.7 | 61.8 | 39.6 | 99.2 | 45.1 | 102.7
SW-620 | 100.2 | 96.6 | 99.4 | 61.3 | 82.7 | 84.4 | 61.0 | 112.0
HT29 | 90.5 | 89.4 | 93.1 | 83.9 | 66.5 | 97.6 | 41.0 | 96.1
NCI-H23 | 114.3 | 98.6 | 93.6 | 82.6 | 79.0 | 98.5 | x | 91.9
NCI-H226 | 101.2 | 105.4 | 88.5 | 19.3 | 73.8 | 102.4 | 76.8 | 97.5
HCT-15 | 101.5 | 102.4 | 101.5 | 70.4 | 39.1 | 93.2 | 39.1 | 103.6

#49 CCC(=O)NNc1nccc(Nc2ccc(S(=O)(=O)Nc3ccncc3)cc2)n1
#50 COC(=O)c1nc(-c2cccc(Cl)c2)nc2ccccc12
#51 c1ccc(-c2nc(-c3ccc4[nH]ncc4c3)[nH]c2-c2ccccc2)cc1
#52 COc1cccc(C(=O)Nc2cccc(NC(=O)c3ccccn3)c2)c1
#53 CN(C)c1ccc(C2CC(c3ccccc3)=NN2/C=C2\SC(=O)NC2=O)cc1 (stereo unspecified)
#54 O=c1[nH]c(=O)c2cc(Cl)cc(Cl)c2[nH]1
#55 N#Cc1c(NC(=O)c2ccc(Br)cc2)sc2c1CCCC2
#56 O=C1N=c2ccc(Cl)cc2=C1c1sc(=Nc2ccccc2)n(Cc2nc3ccccc3[nH]2)c1O
assay / entry | 49 | 50 | 51 | 52 | 53 | 54 | 55 | 56
NCI-H522 | 96.9 | 93.4 | 104.4 | 89.8 | 90.0 | 99.7 | 22.6 | 95.0
NCI-H322M | 93.1 | 101.9 | 123.8 | 98.1 | 87.4 | 94.8 | 52.1 | 100.5
COLO 205 | 99.7 | 112.9 | 108.1 | 120.3 | 110.4 | 117.0 | x | 82.4
NCI-H460 | 111.0 | 104.1 | 110.3 | 114.4 | 67.2 | 111.8 | 14.3 | 103.3
SW-620 | 100.7 | 101.0 | 121.4 | 109.1 | 83.9 | 104.6 | 19.2 | 76.4
HT29 | 99.9 | 105.8 | 117.3 | 93.1 | 108.3 | 105.8 | 15.8 | 89.7
NCI-H23 | 102.5 | 85.0 | 95.2 | 93.7 | 88.7 | 100.7 | 65.0 | 100.1
NCI-H226 | 110.0 | 91.2 | 86.4 | 112.4 | 90.4 | 96.8 | 44.2 | 81.5
HCT-15 | 105.8 | 100.3 | 104.0 | 90.7 | 85.9 | 107.1 | 22.2 | 97.5
